ERK EGF inh – inhibitors of EGF-stimulated ERK signaling pathway | HEK293-V1b, EGF-stimulated phospho-ERK AlphaScreen | Potency, µM (titrated, usually from 11.5 µM), for the others: top-dose activity change, negative = inhibition, usual class: inhibitors | hit rate 0.41% among 130,000 | AID 1454; active = well fitted inhibition curve with a large enough effect; inconclusive = small, poorly fitted or top-dose-only effect, or effect the other way;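 note: plate controls were stimulated vehicle wells for no effect and unstimulated vehicle basal for full effect; nearly all actives have a fitted effect of over 55% in size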
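Concentration-response of compounds against EGF-driven ERK phosphorylation in V1b-expressing HEK293 cells; 30 min preincubation, 5 min EGF, AlphaScreen detection; Normalized to DMSO basal and 25 nM EGF.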
* marks the source's active call; other numbers are inactive results; ? = inconclusive; [ ] = dose if it differs, or a comment. Potency is the fitted concentration of half-maximal effect. An excerpt; rates above refer to the full screens.

SMILES	ERK EGF inh
CCC(C)NC(=O)C1c2ccccc2Oc2ccccc21 (stereo unspecified)	0%[57.5 µM]
c1ccc(-c2cn(-c3ccccc3)c3[n+]2CCS3)cc1	-2%
CC(OC(=O)CNC(=O)c1ccco1)C(=O)N(C)c1ccccc1 (stereo unspecified)	-10%
CC(c1ccncn1)N(C)Cc1nc(-c2ccc(C(F)(F)F)cc2)no1 (stereo unspecified)	13%
C=CCn1c(SCc2cc(=O)n3ccsc3n2)nc2cc(Cl)ccc2c1=O	8%
CCCCNC(=O)Oc1c(Br)cc2sc(=O)oc2c1Br	6%[57.5 µM]
CCn1c(SCC(=O)NNC(=O)c2ccccc2)nnc1-c1ccco1	-4%
CSc1nccc(-c2c(-c3ccc(Cl)cc3)noc2C)n1	-3%[57.5 µM]
CN(C)c1ccc(NC(=S)c2ccccn2)cc1	20µM*
O=C(Nc1ccc(Cl)cc1)c1ccc(OC2CSC2)cc1	1%
Cn1cc(S(=O)(=O)NCc2ccc(Cl)cc2)c(=O)n(C)c1=O	4%[57.5 µM]
O=C1CC(c2cccc(Cl)c2)CC(O)=C1C=Nc1ccccc1 (stereo unspecified)	-5%
COc1ccc(N=Nc2ccc(O)c(P(=O)(c3ccccc3)c3ccccc3)c2)cc1	-14%[57.5 µM]
CCOC(=O)c1ccc(NC(=O)c2nc[nH]c2C(=O)N2CCc3ccccc3C2)cc1	-21%[57.5 µM]
O=c1[nH][nH]c(-c2ccccc2O)c1C(C[N+](=O)[O-])c1cccc(Cl)c1 (stereo unspecified)	?
CCC(Sc1nc2ccccc2[nH]1)C(=O)Nc1ccc(NC(C)=O)cc1 (stereo unspecified)	-12%
COCCCn1c(SCc2nnc(-c3ccc(OC)c(OC)c3)o2)nc2ccccc2c1=O	6%
CNC(=O)NC(=O)C(C)Oc1ccccc1F (stereo unspecified)	26%
O=C(COc1ccccc1)NCC(=O)NC1CCCCC1	7%
CCOC(=O)c1cc(-c2cccnc2)nn1-c1ccccc1C	1%

Grouped by structure, the entries above with a Cl atom.
SMILES	ERK EGF inh
C=CCn1c(SCc2cc(=O)n3ccsc3n2)nc2cc(Cl)ccc2c1=O	8%
CSc1nccc(-c2c(-c3ccc(Cl)cc3)noc2C)n1	-3%[57.5 µM]
O=C(Nc1ccc(Cl)cc1)c1ccc(OC2CSC2)cc1	1%
Cn1cc(S(=O)(=O)NCc2ccc(Cl)cc2)c(=O)n(C)c1=O	4%[57.5 µM]
O=C1CC(c2cccc(Cl)c2)CC(O)=C1C=Nc1ccccc1 (stereo unspecified)	-5%
O=c1[nH][nH]c(-c2ccccc2O)c1C(C[N+](=O)[O-])c1cccc(Cl)c1 (stereo unspecified)	?

Additional compounds.
SMILES	ERK EGF inh
Cc1oc(S(=O)(=O)N2CCCCC2)cc1NC(=O)Nc1ccc(F)cc1	1%[57.5 µM]
CCOC(=O)C1=C(CBr)NC(=O)NC1C (stereo unspecified)	3%
N#CC1=C(N)NC(=S)C(C(N)=O)C1c1ccccc1F (stereo unspecified)	-1%[57.5 µM]
COc1c2occc2cc2ccc(=O)oc12	-8%
COc1ccc(/C=N/NC(=S)N[C@H]2CC3CCC2C3)cc1 (stereo partly specified)	-4%[57.5 µM]
Cc1nc(C)c(Oc2cccc(C(F)(F)F)c2)c(=O)[nH]1	-10%[57.5 µM]
CC(/C=C/c1ccco1)=N\NC(=O)c1cc(Cl)ccc1O	-2%
O=C(NNS(=O)(=O)c1ccc(Cl)cc1)c1ccc(S(=O)(=O)N2CCCCC2)cc1	6%
Cc1ccc(S(=O)(=O)N(CC(=O)Nc2ccccc2C(=O)O)c2ccccc2C)cc1	-2%
COc1cccc(/C=C/C(=O)Nc2cccc(C(C)=O)c2)c1OC	0%
Cc1cc(C)n(-c2ncnc3ccccc23)n1	2%
Cc1cc[n+](CC(=O)c2ccc(NC(=O)c3ccccc3)cc2)cc1	3%
Cc1ccccc1NC(=O)CSc1ccsc1[N+](=O)[O-]	-15%
COCCN(CCOC)S(=O)(=O)c1ccc(C(=O)Nc2ccc(S(=O)(=O)Nc3nccc(C)n3)cc2)cc1	1%
CCN(CC)CCOCCOC(=O)C1(c2ccccc2)CCCC1	11%
CC(C)c1nc2ccccc2n1CC(O)COC1CCCCC1 (stereo unspecified)	1%
CCC(=O)N(CCC(c1ccc(C)cc1)c1ccco1)Cc1ccco1 (stereo unspecified)	5%[57.5 µM]
COc1ccc(-c2coc3c(O)c(OC)ccc3c2=O)cc1	16%
COc1ccc(-n2nc3c(=O)[nH][nH]c3cc2=O)cc1	7%
Clc1ccc(C2=NN(c3ccccc3)C(c3ccco3)C2)cc1 (stereo unspecified)	?
Cc1ccc(/C=C2\CC(C)CC3=C2NC(=S)NC3c2ccc(C)cc2)cc1 (stereo unspecified)	-10%[57.5 µM]
Cc1c(CN2CCCC(CO)(Cc3cccc(Cl)c3)C2)cnn1C (stereo unspecified)	-1%
O=C(C(c1ccccc1)c1ccccc1)N1CCN(Cc2ccco2)CC1	-2%
O=S1(=O)N=C(N/N=C/c2ccccn2)c2ccccc21	4%
O=S(=O)(c1cccc(S(=O)(=O)N2CCN(c3ncccn3)CC2)c1)N1CCOCC1	2%
O=C(NC(=S)Nc1nc(-c2cccc([N+](=O)[O-])c2)cs1)c1ccccc1Cl	1%
Cc1ccc(NC(=O)CN(C)C2CCCCC2)cc1Br	-12%
Cc1c(O)ccc2c(O)c(NC(=O)c3ccc4c(c3)CCC(C)(C)O4)c(=O)oc12	-1%[57.5 µM]
c1ccc(-c2nnc(OCc3cccnc3)c3ccccc23)cc1	-7%
O=c1[nH]c(C2CCCN(S(=O)(=O)c3ccccc3)C2)nc2c1nnn2Cc1ccccc1F (stereo unspecified)	8%

Next part (5 carried over from the part before).
SMILES	ERK EGF inh
O=C(NC(=S)Nc1nc(-c2cccc([N+](=O)[O-])c2)cs1)c1ccccc1Cl	1%
Cc1ccc(NC(=O)CN(C)C2CCCCC2)cc1Br	-12%
Cc1c(O)ccc2c(O)c(NC(=O)c3ccc4c(c3)CCC(C)(C)O4)c(=O)oc12	-1%[57.5 µM]
c1ccc(-c2nnc(OCc3cccnc3)c3ccccc23)cc1	-7%
O=c1[nH]c(C2CCCN(S(=O)(=O)c3ccccc3)C2)nc2c1nnn2Cc1ccccc1F (stereo unspecified)	8%
Cc1ccc(S(=O)(=O)N(CC(=O)N/N=C\c2cccs2)c2cccc3cccnc23)cc1	-8%
NC(=O)CCCc1nc(-c2ccccc2)no1	-7%[57.5 µM]
CC1=C(C(=O)Nc2ccccc2)C2(CCCCC2)C(C(N)=O)C(=S)N1 (stereo unspecified)	-3%
COc1ccc(CN2CCNC(=O)C2CC(=O)NCCc2c[nH]c3ccccc23)c(OC)c1 (stereo unspecified)	-12%
COc1ccc(C2CC(c3ccc4ccccc4c3)=NN2C(=O)CN2C(=O)CCC2=O)cc1 (stereo unspecified)	7%
c1ccc(-c2cc3n(c2)CCc2ccccc2-3)cc1	-3%
CN(Cc1nc(-c2cnccn2)no1)CC1CCN(Cc2ccccc2)CC1	-4%
Cc1ccc(-c2nc(C)sc2CC(=O)Nc2nnc(C)s2)cc1	-7%
Cc1nonc1OCCNCc1c(C(=O)N2CCCCCCC2)nc2ccc(Cl)cn12	12%
Cc1cc(N=NC(=O)c2ccccc2)ccc1O	-13%
O=C(Cn1cc(SCc2ccccc2Cl)c2ccccc21)N1CCOCC1	0%
COc1cc(O)c(C(=O)/C=C/c2ccc(OC)c(O)c2)c(OC)c1	?
COc1ccc(NC(=O)COc2ccc(/C=N/O)cc2OC)cc1	-7%
CC(C)CCNC(=O)NC(=O)CN1C(=O)NC2(CCCCC2)C1=O	2%
NC(=O)c1ccc(NC(=O)COC(=O)c2ccccc2Nc2ccccc2)cc1	8%
Cc1ccc(SCC(=O)Nc2cccc(C)c2)cc1	-9%
C=CCc1cc(Cl)ccc1OCCCNC(C)C	-7%
CCCC(O)(c1ccc(OC)cc1)C(CN1CCOCC1)c1ccccc1 (stereo unspecified)	5%
O=C(NCc1ccccn1)c1ccccc1-c1ccccc1	-7%
O=C(O)CCCNc1n[nH]c(=O)[nH]c1=O	2%
N=C1C(c2ccccc2)=C(O)CN1NC(=O)c1ccc(Cl)cc1	20%
CCOc1ccc(C(C)=O)cc1NC(=O)/C=C\C(=O)O	5%[57.5 µM]
CO[C@H]1C=CO[C@@]2(C)Oc3c(C)c(O)c4c(O)c(c(C=NN5CCN(C)CC5)c(O)c4c3C2=O)NC(=O)C(C)=CC=C[C@H](C)[C@H](O)[C@@H](C)[C@@H](O)[C@@H](C)[C@H](OC(C)=O)[C@@H]1C	?
COc1cccc(-c2nnc(N)o2)c1	2%[57.5 µM]
COc1cc(-n2c(=O)c3ccccc3n(CC(=O)c3ccc(Br)cc3)c2=O)cc(OC)c1OC	1%
CCn1c(/C=C/Nc2ccccc2)[n+](CC)c2ccc(Cl)cc21	0%
COc1ccc(S(=O)(=O)N(C(=O)c2ccncc2)c2ccc3oc4c(c3c2)CCCC4)cc1	-1%
CC(=O)N1CCC2(CCCN(Cc3cc(C(F)(F)F)cc(C(F)(F)F)c3)C2)CC1	-7%
O=C(c1nc2ccccn2c1CNCCn1ccc2ccccc21)N1CCOCC1	8%[57.5 µM]
Cc1ccccc1NC(=O)/C(C#N)=C/c1ccccc1C(F)(F)F	-1%

Next part; the last 4 above are carried over.
SMILES	ERK EGF inh
COc1ccc(S(=O)(=O)N(C(=O)c2ccncc2)c2ccc3oc4c(c3c2)CCCC4)cc1	-1%
CC(=O)N1CCC2(CCCN(Cc3cc(C(F)(F)F)cc(C(F)(F)F)c3)C2)CC1	-7%
O=C(c1nc2ccccn2c1CNCCn1ccc2ccccc21)N1CCOCC1	8%[57.5 µM]
Cc1ccccc1NC(=O)/C(C#N)=C/c1ccccc1C(F)(F)F	-1%
CC(C)OP(=O)(c1ccc(N(C)C)cc1)C(O)c1ccccc1F (stereo unspecified)	4%
CC(=O)NC(Cc1ccccc1)C(=O)NC1CCN(c2ncccc2[N+](=O)[O-])CC1 (stereo unspecified)	2%
O=C(N/N=C/c1ccccn1)c1cccc(S(=O)(=O)N2CCCC2)c1	-15%[57.5 µM]
Cc1ccc(-c2ccc(SCC(=O)N3CCCc4ccccc43)nn2)cc1	2%
N=c1c2c(-c3ccccc3)c(-c3ccccc3)n(Cc3ccco3)c2ncn1CCCn1ccnc1	-6%
Cc1nc2ccc(Cl)cc2nc1C	9%[57.5 µM]
CN(C)CCCN1c2ccccc2CCc2ccccc21	-9%
O=C(CSc1nnc(-c2ccncc2)n1-c1ccccc1)Nc1ccc(C(=O)O)cc1	-2%[57.5 µM]
N/C(=N\NC(=O)c1sccc1OCc1ccc(Cl)cc1Cl)c1ccccn1	-4%
O=C1CCCc2nc3c(cc21)C(O)Oc1c-3ccc2ccccc12 (stereo unspecified)	2%
O=C(Cn1c(-c2ccccn2)nc2ccccc21)N/N=C/c1ccccn1	-3%
CN(C)S(=O)(=O)c1cccc(NS(=O)(=O)c2ccc(Cl)s2)c1	7%
COc1ccc(-c2nc3cc([N+](=O)[O-])ccc3o2)cc1OC	31%
O=C(COC(=O)c1ccc(F)cc1F)NC1CC1	4%
CC(NC(=O)CSc1nc(=O)cc(N)n1-c1ccccc1)c1ccccc1 (stereo unspecified)	-7%
O=C(Nc1ccc2c(c1)C(=O)N(c1ccccc1)C2=O)c1cccs1	-9%
CC(=O)SC1CC(=O)N(c2ccc(C(C)(C)C)cc2)C1=O (stereo unspecified)	18%[57.5 µM]
CC(=O)O[C@]1(C(C)=O)CC[C@H]2[C@@H]3C=C(Cl)C4=CC(=O)CC[C@]4(C)[C@H]3CC[C@@]21C	?
COC(CN(C(=O)CCl)C(C(=O)NC1CCCC(C)C1C)c1ccc(C)cc1)OC (stereo unspecified)	4%
COc1cc(/C=C2\SC(=S)NC2=O)ccc1OS(=O)(=O)c1ccccc1	?
CCN(CC)S(=O)(=O)c1ccc(C)c(NC(=O)CSc2nc3ccccc3[nH]2)c1	7%
CC(C)C(NC(=O)c1ccco1)C(=O)OCC(=O)Nc1ccc(C(N)=O)cc1 (stereo unspecified)	3%
O=C(COC(=O)c1c[nH]c(=O)[nH]c1=O)Nc1ccccc1Br	-1%[57.5 µM]
Fc1ccccc1NC(=S)N(CCN1CCCCC1)Cc1ccco1	-4%
CCNc1ccc(S(=O)(=O)NCCN(C)C)cc1[N+](=O)[O-]	6%
CC1(C)Cc2ccccc2C(/C(=N\Nc2cccc(Cl)c2)C(N)=O)=N1	?
Cc1cc(C)nc(SCC(N)=O)n1	5%[57.5 µM]
CC1(C)CC(=O)c2cnc(NC3CC3)nc2C1	9%
C/C=C/C=N/NC(=O)CN(c1ccc(Br)cc1)S(=O)(=O)c1ccccc1	-4%
CCC(=O)N1CCC(C(N)=O)(N2CCCCC2)CC1	0%
O=C(NCCCN1CCOCC1)c1ccccc1NS(=O)(=O)c1ccc(Br)cc1	1%
C=CCOC(=O)C1=C(C)NC(C)=C(C(=O)OCC=C)C1c1ccc(C)o1	-6%[57.5 µM]
CC1c2nc3ccccc3n2C(CC(=O)NC2CC2)C(=O)N1Cc1ccccc1 (stereo unspecified)	-2%
Cn1c(=O)c(Nc2ccc(O)cc2)c2c3c(cccc31)C(=O)c1ccccc1-2	28µM*
O=C(O)/C=C/C(=O)Nc1ccc(S(=O)(=O)N2CCCC2)cc1	-3%
NC(=O)C1CCN(CCC(=O)Nc2ccc(Br)cc2)CC1	?
Cc1ccsc1CN(C)C(=O)CCc1nnc(COc2ccccc2)o1	-3%
CCC(=O)N1CCc2cc(OC)c(OC)cc2C1COc1ccccc1OC (stereo unspecified)	14%
COc1ccccc1N1CCN(CCCCCCOc2ccc(F)cc2)CC1	6%
COC(=O)c1ccc(NC(=O)Nc2ccccc2F)cc1	5%
Cc1noc(C)c1COc1ccc(C(=O)Nc2ccccc2)cc1	5%
O=C(CC12CC3CC(CC(C3)C1)C2)NC(=S)Nc1ccc(CN2CCOCC2)cc1	-10%
CCOc1ccc(Oc2cc(C)nc(SC)n2)nn1	3%

From PubChem
